NR2E3 ag-1: NR2E3 (human) agonism; Q9Y5X4; GST-NR2E3/biotin-RetCOR TR-FRET, 1536-well; inhibition of corepressor binding, % at 4.78 µM; actives 0.12% (n = 320,000); AID 2300;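 active = percent inhibition above the cutoff of mean plus 3 SD of all tested compounds, set per screening campaign, cut at about 20% in these data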;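 also: 0% = DMSO wells and 100% = biotin wells as full block of FRET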
Target sequence (Q9Y5X4 whole entry, looked up): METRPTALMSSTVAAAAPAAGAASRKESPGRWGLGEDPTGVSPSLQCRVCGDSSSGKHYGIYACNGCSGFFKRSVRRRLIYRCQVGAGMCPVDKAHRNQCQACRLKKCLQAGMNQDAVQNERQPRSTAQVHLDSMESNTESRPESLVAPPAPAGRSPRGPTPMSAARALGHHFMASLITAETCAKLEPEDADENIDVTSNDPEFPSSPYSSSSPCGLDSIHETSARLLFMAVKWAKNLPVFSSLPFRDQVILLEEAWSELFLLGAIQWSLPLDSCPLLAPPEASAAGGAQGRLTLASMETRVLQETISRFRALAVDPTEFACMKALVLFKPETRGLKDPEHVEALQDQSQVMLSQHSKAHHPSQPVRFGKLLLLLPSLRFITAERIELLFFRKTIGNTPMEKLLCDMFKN
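Test system: GST-NR2E3 and biotin-RetCOR proteins | Quantity: 1.35 nM GST-tagged NR2E3 final | Medium: Tris pH 7.5 | Also added: 7 nM biotin-RetCOR | Dosing: Compound at 4.8 µM, single dose | Timing: 5 h at 4 °C | Detection: Time-resolved FRET | Read-out basis: Percent inhibition | Benchmarks: Biotin wells as high control, 0.6% DMSO wells as low control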
HIF-2a block: inhibitors of HIF-2a | actives 0.72% (n = 360,000) | inhibition, % at 18.8 µM | 786-0 RCC cells HIF-2a reporter, luciferase luminescence, overnight | AID 624352;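 active = inhibition of the luminescence signal of 40% or more relative to plate controls, in a single-dose primary screen at 18.75 µM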
KKLEB tox: counter-screen for CF NF-kB inhibitors: cytotoxicity; actives 0.36% (n = 360,000); KKLEB CF airway cells viability, ATPlite luminescence, overnight; active compounds read low; cells stimulated with P. aeruginosa culture filtrate; AID 602141; activity change (cytotoxicity), % at 5 µM;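 active = corrected activity change at or below -50% at 5 µM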
NR2E3 ag-2: activates human NR2E3 receptor; actives 0.35% (n = 360,000); AID 602229; Q9Y5X4; inhibition of corepressor binding, % at 3.98 µM; CHO-S Gal4-NCOR/VP16-NR2E3 two-hybrid, luciferase;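 active = inhibition above the mean of all tested compounds plus 3 SD, cut at about 70% in these data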;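 also: 0% = DMSO with NR2E3 transfected cells and 100% = cells lacking NR2E3 construct; higher means lower luciferase signal from less NR2E3 corepressor binding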
MITF TRPM1 inh: inhibitors of MITF-driven TRPM1 promoter in melanoma cells; SK-MEL-5 TRPM1 promoter luciferase, 24 h; inhibition, % at 12.5 µM; actives 0.83% (n = 330,000);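 active = mean inhibition across replicates of 60% or more, whatever share of single replicates reaches that level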; also: values of inactives mirror those of a sister screen read the other way
Peg3 promoter: inhibitors of Peg3 promoter | inhibition, % at 20 µM | actives 1.7% (n = 360,000) | HeLa PEG-Prom luciferase reporter, luminescence, overnight | AID 588405;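 active = inhibition of at least 50% at 20 µM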
CF NFkB inh: inhibitors of cystic fibrosis induced NF-kB | KKLEB NF-kB-GFP reporter, PAF-induced, GFP fluorescence overnight | inhibition, % at 5 µM | actives 0.86% (n = 360,000) | AID 588850;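 active = at least 50% inhibition at 5 µM, scaled per plate between neutral and stimulator controls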;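 also: PAF is a Pseudomonas aeruginosa culture filtrate used as stimulus; plate controls were PAF-stimulated DMSO wells for no effect and unstimulated DMSO wells for full effect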
Shn3 3UTR inh: reduces Shn3 3'UTR luciferase signal in osteoblasts. inhibition, % at 12.5 µM. actives 0.52% (n = 360,000). Clone20 osteoblast Shn3 3'UTR firefly luciferase, 24 h. AID 588674;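 active = mean inhibition of at least 75% with every replicate also reaching 75%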;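 also: 0% = median of neutral control wells and 100% = pilot-screen positive control compound; some compounds past the cut are filed as inactive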
TRAIL sens C8: caspase-8 TRAIL sensitization. NB7+C8 cells + TRAIL, ATPlite viability luminescence. inhibition (viability loss, TRAIL sensitization), % at 10 µM. actives 1% (n = 360,000). AID 624354;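 active = compounds causing at least 50% loss of cell viability in the single-dose screen, relative to plate controls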
iPSC survival up: hiPSC single-cell survival enhancement; AID 602274; ATPlite luminescence; 100% = ROCK inhibitor wells, 0% = DMSO; survival enhancement, % at 20 µM; actives 0.044% (n = 360,000); in the data active = survival enhancement above about 18%;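 also: cells exposed to compounds for 16 hours before the ATP read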
EBV LMP1 NFkB: Epstein-Barr LMP1 NF-kappaB reporter inhibition; LMP1-induced NF-kappaB luciferase reporter cells, luminescence; inhibition, % at 12.5 µM; actives 0.69% (n = 350,000); AID 504558; in the data active = inhibition above about 41%;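 also: 0% = neutral control wells and 100% = reference inhibitor control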
Starred values were filed as active, the others as inactive; · = no result given. Some of the compounds tested. The share of hits here may be higher or lower than overall.

SMILES	NR2E3 ag-1	HIF-2a block	KKLEB tox	NR2E3 ag-2	MITF TRPM1 inh	Peg3 promoter	CF NFkB inh	Shn3 3UTR inh	TRAIL sens C8	iPSC survival up	EBV LMP1 NFkB
CCCCc1ccc(NC(=O)C2CCCO2)cc1 (centres undefined)	-1	-181	-1	-108	-98	-222	-9	-57	10	0.3	-13
O=C(Nc1cccc(Cl)c1)c1cc2c(=O)n3ccccc3nc2s1	5	-18	4	-17	-23	-18	-16	-19	9	0.6	6
Fc1ccc(-c2nnn(Cc3ccc(F)cc3Cl)n2)cc1	-4	-219	1	-28	-30	-165	-22	-46	-7	-0.5	-8
c1ccc2nc(-c3ccncc3)ccc2c1	3	-193	-7	-55	-25	-182	7	-47	-7	-1.5	1
COc1cc2[nH]c(=O)n(CCCC(=O)NC3CCCCC3)c(=O)c2cc1OC	1	7	0	-22	9	11	4	1	-3	-0.4	-1
COc1ccc(CCNC(=S)NC(=O)c2ccc(Br)cc2)cc1OC	2	13	-3	-3	·	9	13	-8	10	-1.2	-1
Cc1ccc(OCC(=O)N(Cc2ccccc2)C(C)C)c([N+](=O)[O-])n1	-1	8	-3	-25	14	0	-4	10	-1	2.3	13
CSc1nnc([C@@H]2CCCN2C(=O)OC(C)(C)C)o1	-2	24	-2	-7	0	-4	-5	10	-9	-0.9	-3
CC1(c2ccc(Cl)cc2)NC(=O)N(CC(=O)N2CCc3ccccc3C2)C1=O (centres undefined)	2	11	18	-4	-1	13	-12	59	7	0.6	-7
O=C(NC(=S)Nc1ccc2oc(=O)ccc2c1)c1cccc(Cl)c1	-1	-45	-13	-8	4	-46	26	-16	8	-0.5	-8
O=C(NC(=S)N1CCN(c2ccccc2)CC1)c1c(F)cccc1F	-2	-6	12	2	9	11	13	13	-9	-0.1	2
CC1=C/C(=N\NC(=O)c2ccc(O)cc2)CC1	-3	3	14	-34	-5	7	-1	17	-11	4.3	8
Cc1cc(C)nc(NC(=O)CSc2ccccn2)n1	1	7	-2	14	-4	4	1	-4	-12	-3.1	7
COCc1cc(C2C(C(=O)c3ccco3)=C(O)C(=O)N2CCOCCO)ccc1O (centres undefined)	-1	18	4	0	-3	5	-6	-13	-12	7.4	4
O=C(N/N=C/c1c(Cl)cccc1Cl)c1n[nH]c2c1CCCC2	1	-196	-2	-102	-46	-173	10	-73	18	-1.2	-13
COc1ccc(CC(=O)O/N=C(\N)Cc2ccc([N+](=O)[O-])cc2)cc1	-3	13	2	-11	6	9	-8	12	5	0.1	1
CCOc1ccc(NC2c3ccccc3C(=O)N2Cc2ccco2)cc1 (centres undefined)	5	14	4	15	·	-1	1	37	-7	1.0	2
CN1C(=O)C(O)(CC(=O)/C=C/C=C/c2ccccc2)c2ccccc21 (centres undefined)	-3	13	5	10	8	-7	-1	-12	2	4.8	0
CCCCN(C(=O)c1ccc(Br)o1)C1CCS(=O)(=O)C1 (centres undefined)	-2	6	11	-33	-3	5	22	-12	-16	-0.3	5
CCCNC(=O)c1oc2ccc3c(c2c1C)C=CC(C)(C)O3	-2	-228	-5	-90	-106	-312	19	-91	3	1.1	-30
CC(=O)c1c(O)c(C)c(O)c2c1OC1=CC(=O)/C(=C(/C)N)C(=O)C12C (centres undefined)	·	15	-12	10	·	42	47	-8	6	-0.5	7
O=C(CSc1ncc(-c2ccccc2)n1-c1ccccc1)NCc1ccco1	2	-2	2	1	-9	2	-14	9	-6	-1.6	-8
Cc1c(NC(=O)OCc2ccccc2)c(=O)n(-c2ccccc2)n1C	3	11	-9	-7	·	4	14	-29	1	3.8	3
CNC(=S)NCC(O)c1ccc([N+](=O)[O-])cc1 (centres undefined)	0	10	-5	9	8	3	0	10	-3	-1.2	-13
CCn1c2nc(SCCN3CCOCC3)nnc2c2cc(C)cc(C)c21	-2	10	7	-27	11	26	-11	22	4	0.3	0

Going on with the list.
SMILES	NR2E3 ag-1	HIF-2a block	KKLEB tox	NR2E3 ag-2	MITF TRPM1 inh	Peg3 promoter	CF NFkB inh	Shn3 3UTR inh	TRAIL sens C8	iPSC survival up	EBV LMP1 NFkB
O=C(O)c1ccc(-c2cccc([N+](=O)[O-])c2)o1	1	1	1	5	-6	13	3	12	4	-0.7	-5
COc1cccc(N(C(=O)c2ccco2)c2nc(-c3sc(NC(=O)c4ccco4)nc3C)cs2)c1	2	9	-36	-8	73*	49	27	-9	37	-1.6	-13
Cc1c(NC(=O)CN2C(=O)NC(C)(c3ccc(Cl)cc3)C2=O)c(=O)n(-c2ccccc2)n1C (centres undefined)	1	3	-12	-11	4	11	10	-2	4	0.6	1
CC(=O)OC[C@@H]1CN(Cc2ccccc2)C[C@H](n2cnc3c(NCc4ccc(F)cc4)ncnc32)O1	·	16	-5	-1	·	9	0	22	4	1.5	·
Cc1ccc(S(=O)(=O)N2CCOCC2)cc1C(=O)N1CCCCCC1	1	14	15	20	0	2	-12	15	5	0.3	-5
Cc1c(O)cnc2nn(-c3ccccc3)c(=N)n12	·	-12	-21	-3	·	-5	-36	-7	1	0.4	·
Cc1ccccc1-c1cc(=O)c2ccccc2o1	·	-170	-3	-2	0	-44	8	-1	20	0.9	-13
COC(=O)c1cc(NC(=O)Nc2ccccc2OC)cc(C(=O)OC)c1	-2	7	-5	-2	0	6	-21	0	-9	4.6	0
Fc1ccc(OCCCCCn2ccnc2)cc1	-2	-6	-7	-16	5	18	6	-13	5	-0.5	4
CCC(Sc1ncnc2sc(C)c(C)c12)C(=O)OC (centres undefined)	-4	11	-3	-17	1	5	1	-8	-7	3.5	6
O=C(O)c1cc(-c2ccc3c(c2)OCO3)nc2ccc(Br)cc12	38*	-108	4	-43	6	-74	18	-8	20	2.0	1
COCc1cc(CNC(=O)C2CCC(=O)N(Cc3cccc(OC)c3)C2)[nH]n1 (centres undefined)	·	15	12	-20	4	7	-4	11	18	-0.2	-9
CCC(c1nnnn1C(C)(C)C)N(Cc1ccco1)Cc1cc2cccc(C)c2[nH]c1=O (centres undefined)	4	22	1	4	14	29	-4	22	-3	0.7	2
Cc1c(C)c2ccc(OCC(=O)N3CC[C@@]4(O)CCCC[C@H]4C3)cc2oc1=O	-2	4	-4	3	-9	-9	-16	-2	-53	0.9	-9
O=C(c1n[nH]c2ccccc12)N1CCN(S(=O)(=O)c2ccccc2)CC1	4	5	5	5	-11	6	0	-10	2	1.2	6
Cc1[nH]nc(SCC(=O)NC2CCCCC2)c1[N+](=O)[O-]	-1	-27	-15	-57	-6	-17	0	-14	1	-0.5	3
O=C1CN(C(=O)c2cc([N+](=O)[O-])ccc2Cl)C(c2ccccc2)c2cc(F)ccc2N1 (centres undefined)	7	14	-5	5	-1	15	-11	-13	19	0.1	-2
Cc1cc(C(=O)OCC(=O)NC2(C#N)CCCCC2)c(C)o1	0	-1	15	-6	-2	14	-7	-81	1	-1.7	0
O=C(COC(=O)C(O)c1ccccc1)NC12CC3CC(CC(C3)C1)C2 (centres undefined)	5	12	-8	-1	-2	16	17	-15	-15	0.2	2
Clc1ccc2[nH]cc(-c3nnnn3-c3ccccc3)c2c1	1	-33	-4	1	-2	12	7	23	0	-2.2	12
O=C1OCc2cc(NC(=O)C3COc4ccccc4O3)ccc21 (centres undefined)	3	-68	3	-13	-32	-21	-19	-18	-18	1.4	-11
O=C(O)c1c(NC(=O)N2CCCC2)sc2c1CCCC2	-2	-23	15	-13	2	-17	15	-50	2	0.3	-15
COc1cc(CN2CCC(C(=O)NC(C)(C)C)CC2)ccc1OCc1ccccc1	·	-128	2	-6	·	-112	5	1	6	-0.7	-10
CNc1c(-n2cc(C(=O)OC)c(C(=O)OC)c2C(=O)OC)c(=O)n(C)c(=O)n1C	1	4	1	-4	10	4	5	10	-8	-0.3	5
CC(OC(=O)c1ccc2c(=O)n3c(nc2c1)CCC3)C(N)=O (centres undefined)	-1	-4	-2	-5	1	-1	-5	-1	0	-0.7	3

The final 4 entries of the section above come first, to join the parts.
SMILES	NR2E3 ag-1	HIF-2a block	KKLEB tox	NR2E3 ag-2	MITF TRPM1 inh	Peg3 promoter	CF NFkB inh	Shn3 3UTR inh	TRAIL sens C8	iPSC survival up	EBV LMP1 NFkB
O=C(O)c1c(NC(=O)N2CCCC2)sc2c1CCCC2	-2	-23	15	-13	2	-17	15	-50	2	0.3	-15
COc1cc(CN2CCC(C(=O)NC(C)(C)C)CC2)ccc1OCc1ccccc1	·	-128	2	-6	·	-112	5	1	6	-0.7	-10
CNc1c(-n2cc(C(=O)OC)c(C(=O)OC)c2C(=O)OC)c(=O)n(C)c(=O)n1C	1	4	1	-4	10	4	5	10	-8	-0.3	5
CC(OC(=O)c1ccc2c(=O)n3c(nc2c1)CCC3)C(N)=O (centres undefined)	-1	-4	-2	-5	1	-1	-5	-1	0	-0.7	3
CC(=O)NCc1cccc(CNC(C)=O)n1	-2	6	-1	-24	-8	-61	8	10	-8	-1.5	9
COC(=O)Nc1nncs1	-1	9	-5	9	-5	8	-4	6	9	1.3	0
CCc1cccc(Oc2nn[nH]n2)c1	2	12	-1	3	-10	16	15	2	4	-0.2	0
Cc1ccc(Sc2c(C(=O)Nc3ccc(F)cc3F)c(C(F)(F)F)nn2C)cc1	-1	21	-22	10	0	25	3	-5	2	0.9	-6
COC(=O)c1cc(Sc2c(Cl)cccc2Cl)ccn1	1	-3	8	18	3	-2	-17	11	2	-4.7	5
Cc1ccc(S(=O)(=O)N(C)CC(=O)OCC(=O)c2c(N)n(C)c(=O)n(C)c2=O)cc1	3	15	-17	-4	3	-124	2	-42	14	2.6	5
NS(=O)(=O)c1cccc(NC(=O)c2cccs2)c1	-1	7	8	3	-8	6	-8	-25	-5	-0.3	1
C=CC12C=CC=CN1C(C(=O)OC)=C(C(=O)OC)C(C(=O)OC)=C2C(=O)OC (centres undefined)	2	5	-4	-6	10	1	14	2	-2	0.2	6
CCn1c(C2CC(=O)N(Cc3ccccc3)C2)nc2ccccc21 (centres undefined)	2	12	16	-6	4	5	-16	-4	-9	1.8	0
O=C(CN1CCOCC1)n1c2c(c3ccccc31)CCCC2	-5	8	3	-10	-18	1	-20	3	7	-0.2	5
CCc1ccc(CNC(=O)CN2C(=O)COc3ccccc32)cc1	0	-24	12	2	-2	-40	-4	-5	-9	0.4	0
O=[N+]([O-])c1ccc(N/N=C/c2cccnc2)cc1	-1	-190	5	-51	-25	-196	-39	1	31	0.8	-2
Nc1nc(CSc2n[nH]c(-c3ccccc3)n2)nc(Nc2ccccc2)n1	-2	2	-8	17	-12	2	5	12	10	3.9	-2
CCCCCn1c(N)c(-c2nc3ccccc3s2)c2c([N+](=O)[O-])nn(C)c(=O)c21	2	-13	8	11	-18	9	-2	4	6	-0.6	5
O=C(CCC(=O)c1ccc(F)cc1)OCc1nnc(-c2ccc([N+](=O)[O-])cc2)o1	2	4	4	7	·	3	2	-6	6	-0.3	-2
